Screening results: PubChem, National Center for Advancing Translational Sciences (NCATS)
DT40 TDP1 CPT: DT40-hTDP1 cell growth loss with CPT; chicken DT40 Tdp1-/-;hTDP1 cells + 20 nM CPT, ATP luminescence, 48 h; Potency, µM (highest dose often 46.2 µM), without a hit: at the top dose activity change, negative = growth inhibition, most hits filed as inhibitors; 12% of 420,000 active; AID 686979; also: nearly all actives have a fitted effect of over 55% in size
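Chicken DT40 Tdp1-/- cells complemented with human TDP1, 400 cells/well, exposed to compounds plus 20 nM camptothecin for at least 48 h at 37 C; viability read as ATP content by CellTiter-Glo luminescence.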
KAT2A inh: inhibitors of human GCN5L2 histone acetyltransferase; GCN5L2 HAT assay, ThioGlo1 CoA-SH fluorescence; Potency, µM (highest dose often 58.9 µM), for the others: at the top dose activity change, negative = inhibition, hits mostly inhibitors; 0.21% of 390,000 active; AID 504327
Target sequence (Q92830 whole entry, looked up): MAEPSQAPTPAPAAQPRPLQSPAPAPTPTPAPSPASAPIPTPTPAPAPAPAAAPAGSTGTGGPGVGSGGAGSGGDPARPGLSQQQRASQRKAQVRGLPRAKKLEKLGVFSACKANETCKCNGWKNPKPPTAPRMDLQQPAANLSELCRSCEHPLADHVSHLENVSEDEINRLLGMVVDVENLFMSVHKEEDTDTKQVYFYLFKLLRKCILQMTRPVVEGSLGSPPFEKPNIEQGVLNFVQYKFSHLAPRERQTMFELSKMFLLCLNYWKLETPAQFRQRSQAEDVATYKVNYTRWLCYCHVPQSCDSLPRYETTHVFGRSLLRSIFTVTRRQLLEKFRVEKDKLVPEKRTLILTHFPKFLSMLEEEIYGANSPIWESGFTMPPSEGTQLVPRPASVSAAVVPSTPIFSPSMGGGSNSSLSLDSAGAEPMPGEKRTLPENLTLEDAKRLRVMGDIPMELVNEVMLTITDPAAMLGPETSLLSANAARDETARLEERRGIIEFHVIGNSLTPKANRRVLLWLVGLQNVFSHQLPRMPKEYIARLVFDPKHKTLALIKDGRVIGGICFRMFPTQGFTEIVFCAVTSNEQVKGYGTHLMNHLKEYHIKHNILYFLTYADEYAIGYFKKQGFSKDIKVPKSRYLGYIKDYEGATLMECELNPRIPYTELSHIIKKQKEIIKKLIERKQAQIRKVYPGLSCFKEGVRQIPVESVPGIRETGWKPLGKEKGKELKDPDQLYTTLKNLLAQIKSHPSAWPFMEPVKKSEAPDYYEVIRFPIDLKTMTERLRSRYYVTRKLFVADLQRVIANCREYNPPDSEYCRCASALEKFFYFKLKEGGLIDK
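Fluorescence readout, Ex340nm/Em540nm: ThioGlo1 (50uM final) reacts with free CoA thiol released as 20nM GCN5L2 acetylates H3(1-25) peptide (75uM) using acetyl-CoA (70uM). Compound and enzyme sat 15 min beforehand; 20 min room-temperature reaction.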
DT40 TDP1 no CPT: qHTS for Inhibitors of human tyrosyl-DNA phosphodiesterase 1 (TDP1): qHTS in cells in absence of CPT. DT40 Tdp1-/- hTDP1 cells, no CPT, ATP luminescence, 48 h. Potency, µM (titrated, usually from 46.2 µM), for the others: top-dose activity change, negative = growth inhibition, actives largely listed as inhibitors. 15% of 420,000 active; also: nearly all actives have a fitted effect of over 55% in size
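Stably hTDP1-transfected Tdp1-null chicken DT40 cells were treated with library compounds minus camptothecin and grown for at least 48 hr at 37 °C, after which cellular ATP was quantified by luminescence.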
* = called active by the depositor; ? = inconclusive; . = not tested or not shown; & = joins results of further samples; [ ] = another dose, or the depositor's remark. Calls follow the shape of the dose curve; as a rule, active = well fitted curve in the direction sought with a large enough effect; inconclusive = small, poorly fitted or top-dose-only effect, or another doubt; inactive = no such curve, though single readings can be large; an effect the other way counts as inactive or inconclusive. % is scaled to controls: 0 for no effect and ±100 for the full control effect; potency is read from the fitted curve at half-maximal effect.

SMILES	KAT2A inh	DT40 TDP1 no CPT	DT40 TDP1 CPT
Cc1ccc(S(=O)(=O)c2c(C)cc(-c3ccccc3)[nH]c2=O)cc1	-9%	-12%	-12%
O=[N+]([O-])c1cc(Cl)ccc1N1CCCCC1	-4%	-13%	1%
COc1ccc(CNC(=O)Nc2nnc([C@H]3C[C@H](O)[C@@H](CO)O3)s2)cc1	.	2%	-17%
Cc1c(/C=C(\C#N)C(=O)NCc2ccccc2)cc(C#N)n1C	-5%	-24%	-1%
Cc1cc(C)cc(Nc2cc(C(=O)NCCCN(C)C3CCCCC3)c3ccccc3n2)c1	-9%	3.3µM*	4.6µM*
O=C(Nc1ccc(OC(F)(F)F)cc1)c1cc(-c2ccc(Cl)cc2)on1	-5%	-21%	-15%
Cc1ccc(Cn2ccn(Cc3cccc(C(F)(F)F)c3)c(=O)c2=O)cc1	-6%	2%	4%
CSc1ccccc1NC(=O)Cn1nnc(-c2ccc(S(C)(=O)=O)cc2)n1	0%	14%	-17%
COc1ccc(-n2c(SC3CCOC3=O)nc3ccccc3c2=O)cc1OC (stereo unspecified)	-1%	3%	-14%
O=C(Nc1ccccc1C(F)(F)F)NC1CCCCC1	2%	-4%	9%
Cc1ccsc1/C=C1/SC(=O)N(CC(=O)N2CCCC2)C1=O	-7%	1%	-24%
CC(OC(=O)C1COc2ccccc2O1)C(=O)c1ccccc1 (stereo unspecified)	.	5%	-12%
Cc1ccc(C(=O)NNC(=O)C2CCN(Cc3ccccc3)CC2)cc1	2%	10%	15%
Cn1cccc1C(C#N)c1cccc(F)c1C#N (stereo unspecified)	-3%	18µM*	?
COc1ccc(S(=O)(=O)NCc2ccccn2)cc1NC(=O)c1ccc(Cl)cc1	-2%	16µM*	?
c1cc2c(c(NCc3ccncc3)c1)CCCC2	-1%	12µM*	12µM*
Oc1ccc2ccc(Cl)cc2c1	.	-29%	-2%
COC(=O)C1=C(N)Oc2c(oc(CO)cc2=O)C1c1ccccc1F (stereo unspecified)	0%	-8%	0%
CCN(CC(=O)NCc1cccs1)S(=O)(=O)c1ccc(F)c(F)c1F	-3%	-28%	-8%
N=C1C(c2nc3ccccc3c(=O)[nH]2)=C(O)CN1CCc1ccccc1	-8%	6.5µM*	2.6µM*
COc1cccc(CNC(=O)c2ccc(C)c(S(=O)(=O)N3CCOCC3)c2)c1	-4%	-14%	-29%
COc1ccc(C)cc1NC(=O)CSc1nnc(COc2ccccc2)n1Cc1ccco1	-16%	21µM*	16µM*
CCCCc1c(-c2ccccc2F)ncn1CCc1ccccc1OC	.	16µM*	26µM*
Cc1ccc(NC(=O)COCc2cc(-c3cccs3)on2)cc1Cl	-17%	-22%	-5%
C/C(=N\N=C1\NC(=O)C(Cc2ccccc2)S1)c1ccccc1 (stereo unspecified)	-17%	?	?
COC(=O)c1cc2n(n1)CCN(Cc1ccc(OC)cc1)C2=O	-7%	-32%	-13%
C=CCOC(=O)C1=C(C)NC(C)=C(C(=O)OCC=C)C1c1ccco1	-2%	?	?
CCOC(=O)c1sc(NC(=O)c2ccccc2OC)nc1C	3%	?	8.2µM*
Cc1cc(C)c2cc3c(N)c(C(=O)N4CCOCC4)sc3nc2c1	2%	?	-8%
Cc1nnc(SCC(=O)Nc2cc(S(=O)(=O)N3CCOCC3)ccc2C)s1	-5%	-10%	-19%
CC(C)NC(=O)N1CCC2(CC1)CCN(S(C)(=O)=O)CC2	-16%	-1%	12%
COc1ccc(OCC(O)CON2C(=O)c3ccccc3C2=O)cc1 (stereo unspecified)	-5%	-12%	-6%
COc1cc(-c2nnn(Cc3ccccc3C)n2)cc(OC)c1OC	0%	21µM*	?
Cc1cccc2c1N(CCOc1ccccc1Cl)C(=O)C2=O	-1%	2.6µM*	2.6µM*
COc1ccc2cc([C@H](C)CO)ccc2c1	.	-13%	13%
CS(=O)(=O)N(CC(O)Cn1c2ccccc2c2ccccc21)c1ccccc1 (stereo unspecified)	-3%	?	?
CC1=NN(c2ccccc2)C(=O)/C1=C\c1cc(C)n(-c2ccccc2)c1C	5%	23µM*	?
CCOC(=O)c1ccc(NC(=O)c2cc3sccc3n2Cc2ccc(Cl)cc2)cc1	-8%	18µM*	21µM*
O=CN1CCN(C(C(=O)NC2CCCC2)c2ccc(Cl)cc2)CC1 (stereo unspecified)	0%	-10%	-22%
O=S(=O)(c1ccc(F)cc1)N1CCC(n2c(C(F)(F)F)nc3cccnc32)CC1	0%	-103%	12µM*
CC1CCCCN1C(=O)CSc1nc(-c2ccccc2)cn1N (stereo unspecified)	-12%	-23%	-17%
CCOC(=O)C1=CNS(=O)(=O)NC1c1ccc(C)cc1 (stereo unspecified)	-6%	6%	4%
Cc1cccc(N2CCN(C(=O)c3cnc(N4CCCC4)nc3C)CC2)c1C	17%	21µM*	?
CCOC(=O)C1(Cc2ccccc2C(F)(F)F)CCN(C(=O)c2cc(C)n(C)n2)CC1	0%	?	?
Cc1ccc(S(=O)(=O)N2CCOCC2)cc1N/N=C(\C#N)c1nc2ccccc2[nH]1	-14%	26µM*	?
COc1ccc(Cl)cc1NC(=O)C[n+]1ccccc1	-21%	14%	6%
COc1ccccc1CNC(=S)NC1CCCCC1	-7%	?	?
Cc1occc1C(=O)N/N=C/C=C/c1ccccc1[N+](=O)[O-]	-8%	1%	7%
Cc1ccc(NC(=O)CCCn2nc(C)c3c(C)n(-c4ccccc4)nc3c2=O)cc1C	-2%	6%	-20%
Nc1ccc(Oc2ncccn2)cc1	-8%	23µM*	?
COc1ccc(S(=O)(=O)N2CCOCC2)cc1NC(=O)COC(=O)c1[nH]c(C)c(C(C)=O)c1C	0%	-16%	-14%
CC(C)CCn1c(COc2ccccc2)n[nH]c1=S	-6%	12%	6%
CCOc1ccccc1NC(=O)C1CCN(S(=O)(=O)c2c(C)noc2/C=C/c2ccco2)CC1	-16%	18µM*	?
CCC(Sc1nc2n[nH]c(C)c2c(=N)n1-c1cccc(Cl)c1C)C(=O)N(CC)CC (stereo unspecified)	-6%	?	?
CC1=CC(C)(C)N2C(=O)C3(C(C#N)=C(N)OC4=C3C(=O)CCC4)c3c(C)c(C)cc1c32 (stereo unspecified)	-2%	?	-17%
Cc1cn(CC(=O)NCc2ccccn2)c(=O)[nH]c1=O	.	13%	-2%
CCC(CC)C(=O)OCC(=O)NC12CC3CC(CC(C3)C1)C2	-1%	-25%	-25%
CCCCNC(=O)CC1N=C2c3ccccc3N=C(SCC(=O)Nc3cccc(OC)c3)N2C1=O (stereo unspecified)	-7%	-18%	-21%
O=C1c2ccccc2C(=O)N1CSc1nnc2c3ccccc3n(CCc3ccccc3)c2n1	5%	21µM*	?
CC(C)(CS(=O)(=O)[O-])NC(=O)CC[N+](C)(C)CCO	-17%	-20%	-16%

Following part
SMILES	KAT2A inh	DT40 TDP1 no CPT	DT40 TDP1 CPT
Cc1cnc(C(=O)NCCc2ccc(S(=O)(=O)NC(=O)NC3CCCCC3)cc2)cn1	1%&0%	12%&10%&-4%	4%&4%&1%
COc1ccc2c(c1)CCc1cnc(-n3ncc(C(=O)NCC(C)(C)CN(C)C)c3C)nc1-2	.	?	5%[9.04 µM]
N#CCCN(CCC#N)C(=O)c1ccc2c(c1)OCO2	-6%	-6%	-26%
COc1ccc(C(C)=O)cc1CSc1nnc(Nc2ccccc2)s1	-1%	16µM*	?
CCC(C)NC(=O)c1sc2ncccc2c1-n1c(C)ccc1C (stereo unspecified)	-2%	26µM*	21µM*
CCN(CC)S(=O)(=O)c1ccc(Cl)c(C(=O)NNC(=O)c2csc(N3CCOCC3)n2)c1	.	0%	-21%
COc1ccc(/C=N/NC(=O)c2cccnc2)cc1COc1ccc([N+](=O)[O-])cc1	-2%	2.6µM*	2.6µM*
COc1cc(OC)cc(-c2n[nH]c(=S)n2-c2cc(OC)ccc2OC)c1	0%	2%	-13%
CC(C(=O)Nc1ccc(C(=O)O)c(O)c1)N1C(=O)/C(=C\c2ccco2)SC1=S (stereo unspecified)	?	-23%	?
O=C1CCN(CCc2ccccc2)CCN1CCOc1ccccc1	-28%	?	?
O=C(O)Cc1c[nH]c2ccc(O)cc12	-12%	1%	-23%
NS(=O)(=O)c1cnccc1Nc1ccc(Cl)cc1	4%	-22%	-11%
O=C(Nc1cccc2ccccc12)c1cnsn1	16%	1%	-11%
NC(=O)N=Nc1c(O)[nH]c2ccc([N+](=O)[O-])cc12	-8%	10%	4%
CCOC(=O)[C@]12CCC=C1N(CCC1=CCCCC1)C(=O)[C@H](CC(=O)NCc1cccs1)C2	.	?	?
CCC(C)C(=O)Nc1nnc(CCc2ccccc2)s1 (stereo unspecified)	-1%	?	?
S=C(CN1CCCC1=S)NCCc1ccccc1	-4%	-18%	-15%
CN(C)C(=O)CCc1ccc2c3c([nH]c2c1)[C@]1(C)[C@@H](C(=O)N2CCOCC2)C[C@H](CC(=O)NCC24CC5CC(CC(C5)C2)C4)C(=O)N1CC3	0%	?	15µM*
CC(C)NC(=O)C1(C)Cc2c(-c3cccc(C(N)=O)c3)ccnc2O1 (stereo unspecified)	.	-18%	-1%
CC1CN(Cc2c(O)ccc3c(=O)c(-c4ccccc4Cl)coc23)CC(C)O1 (stereo unspecified)	20%	-21%	?
CC1CCCN(c2ncnc3c2nnn3C)C1 (stereo unspecified)	0%	-17%	-13%
C=CCn1c(-c2csc(-c3ccc(Cl)cc3)n2)n[nH]c1=S	-1%	-7%	-9%
O=C(NCc1ccco1)C1CCCN(S(=O)(=O)Cc2ccccc2)C1 (stereo unspecified)	-3%	2%	5%
Cc1cc(C)cc(NC(=O)c2ccc(CSc3nnc(C)s3)cc2)c1	-19%	?	?
Cn1c(CNC(=O)c2ccccc2F)nnc1SCC(=O)N1CCN(c2ccccc2)CC1	-7%	-16%	-3%
CC(=O)NC(c1ccccc1)c1cc(Cl)c2cccnc2c1O (stereo unspecified)	2%	?	?
O=c1[nH]c(=S)[nH]cc1S(=O)(=O)c1cccc(Cl)c1	-25%	-23%	-16%
CCOC(=O)c1c(-c2ccc(OC)cc2)oc2ccc(OCc3ccc(F)cc3F)cc12	-4%	-25%	-16%
COc1ccc(C(=O)Nc2ccccc2C(=O)NC(Cc2ccc(O)cc2)C(=O)NNC(=O)c2ccncc2)cc1 (stereo unspecified)	-2%	-4%	2%
CC(/C=C/c1ccccc1)=N\NC(=O)C1CC1(C)c1ccccc1 (stereo unspecified)	-10%	18µM*	?
O=C(CNc1ccc(Br)cc1)c1ccc(Br)s1	1%	-23%	-25%
CCc1nc2ccccc2n1CC(=O)N(C(C)CC)C1CCS(=O)(=O)C1 (stereo unspecified)	-14%	0%	-14%
O=C1C=C(c2ccc3c(c2)oc2ccccc23)C[C@@H](c2ccc(Cl)cc2)C1	-7%	?	?
COCCN(C(=O)COC(=O)CCc1ccccc1)c1c(N)n(Cc2ccccc2)c(=O)[nH]c1=O	3%	-3%	2%
N#Cc1cccc(-c2nccc(-n3ccnc3)n2)c1	-19%	?	?
COc1ccc(C)cc1NC(=O)C1CCCN(S(=O)(=O)c2ccc3c(c2)oc(=O)n3C)C1 (stereo unspecified)	-7%	?	-12%
COc1ccccc1[C@@H]1C(c2cccc(Cl)c2)=NN(c2ccccc2)[C@H]1C(=O)N1CCOC1=O	20µM*	?	-15%
Cc1onc(-c2ccccc2Cl)c1C(=O)NCCn1c(C)cc2ccccc21	?	29µM*	?

Quoted at random: 6 records from the list
SMILES	KAT2A inh	DT40 TDP1 no CPT	DT40 TDP1 CPT
Cc1nnc(SCC(=O)Nc2cc(S(=O)(=O)N3CCOCC3)ccc2C)s1	-5%	-10%	-19%
COc1ccccc1CNC(=S)NC1CCCCC1	-7%	?	?
Cc1cn(CC(=O)NCc2ccccn2)c(=O)[nH]c1=O	.	13%	-2%
O=C(Nc1ccccc1C(F)(F)F)NC1CCCCC1	2%	-4%	9%
CC(C)(CS(=O)(=O)[O-])NC(=O)CC[N+](C)(C)CCO	-17%	-20%	-16%
Cc1onc(-c2ccccc2Cl)c1C(=O)NCCn1c(C)cc2ccccc21	?	29µM*	?

This is a subset; rates above refer to the full screens.
